# Compound activity as filed in PubChem BioAssay.
# Salmonella PhoP GFP – PhoP regulon inhibitors, Salmonella typhi PhoP promoter GFP reporter, confirmatory (AID 1850); one-dose inhibition, % at 50 µM; IC50 in µM for titrated hits; 0.33% of 310,000 active; Salmonella Typhi PhoP-promoter GFP reporter, fluorescence, 4 h; higher % means a stronger effect; in the data active = a potency from the dose series; inconclusive = inhibition mostly from about 25% at the one dose, without a potency; inactive = the rest, 99 in 100 with inhibition below about 19%;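 also: 0% = induced wells with vehicle and 100% = uninduced wells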
# tuberculosis growth – growth inhibition of non-replicating M. tuberculosis (AID 488890). Mycobacterium tuberculosis non-replicating, growth inhibition; higher % means a stronger effect. inhibition, % at 25 µM; hits with a dose series show IC50 in µM. 0.39% of 320,000 active; in the data active = a potency from the dose series; inconclusive = inhibition mostly from about 82% at the one dose, without a potency; inactive = the rest, 99 in 100 with inhibition below about 76%;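 also: plate controls were DMSO cells for no effect and high antibiotic wells for full effect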
# VEEV TC-83 Vero – inhibitors of VEEV TC-83 cytopathic effect, confirmation, Vero cells (AID 588727); Vero cells, VEEV TC-83 cytopathic effect inhibition; higher % means a stronger effect; inhibition, % at 20 µM, or IC50 in µM where a hit was titrated; 0.13% of 350,000 active; in the data active = a potency from the dose series; inconclusive = inhibition mostly from about 14% at the one dose, without a potency; inactive = the rest, 99 in 100 with inhibition below about 12%; also: strong numbers were not always called active
# H37Rv inhibition – M. tuberculosis growth inhibition, HTS (AID 449762); inhibition, % at 25 µM, or IC50 in µM where a hit was titrated; M. tuberculosis H37Rv growth inhibition, 7H9 media; higher % means a stronger effect; 0.59% of 330,000 active; in the data active = a potency from the dose series; inconclusive = inhibition above about 70% without an active follow-up result;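 also: bacterial growth assessed after seven days of incubation; strong numbers were not always called active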
# H1N1 NS1A inhibition – H1N1 influenza NS1A inhibitors, functional cell based assay (AID 504329). NS1A functional cell-based assay, percent inhibition; higher % means a stronger effect. one-dose inhibition, % at 12.5 µM; IC50 in µM for titrated hits. 0.3% of 340,000 active; in the data active = a potency from the dose series; inconclusive = inhibition above about 27% without an active follow-up result; also: strong numbers were not always called active
# VEEV TC-83 Vero 10K pilot screen – recorded beside VEEV TC-83 Vero, whose call it bears; inhibition, %; measured here: 10K pilot screen inhibition
# Starred values were filed as active, the others as inactive; i = inactive; u = inconclusive; x = not tested or not shown.
SMILES,Salmonella PhoP GFP,tuberculosis growth,VEEV TC-83 Vero,H37Rv inhibition,H1N1 NS1A inhibition,others
C[C@H](CO)N1C[C@H](C)[C@@H](CN(C)S(=O)(=O)c2cccs2)Oc2c(NS(=O)(=O)c3cn(C)cn3)cccc2C1=O,x,7%,0.5%,5%,-9%,
COc1ccc(C(=O)N2CC(=O)Nc3ccc(F)cc3C2c2ccccc2)cc1 (stereo not given),3%,2%,0.6%,2%,26%,
O=C(c1ccccc1)N1CCN(CC(O)COCC2CC=CCC2)CC1 (stereo not given),-2%,-7%,i,0%,4%,
N#CC1=C(N)S[C@@H](C(=O)c2ccc(F)cc2)[C@@H]1c1cccs1,9%,10%,4.3%,4%,-6%,
Cc1cc(C(=O)NCc2ccccc2Br)no1,3%,50%,1.0%,-6%,-8%,
CCn1c(CNC(=O)c2ccc(Cl)cc2)nnc1SCC(=O)N1CCOCC1,1%,-13%,i,-5%,7%,
CC(C)C[C@H]1CNC(=S)N1CC1CCN(CC2CCC(C(C)(C)C)CC2)CC1 (stereo not given in full),x,x,i,x,-8%,
CCc1nnc(NC(=O)CSc2nnc(COc3ccccc3)n2Cc2ccccc2)s1,-9%,-1%,0.5%,-2%,-3%,
CSc1ccc(C2Nc3cccc4cccc(c34)N2)cc1,2%,4%,3.0%,0%,-4%,
O=C(OC(C(=O)Nc1ccc(Cl)cc1C(F)(F)F)c1ccccc1)C1=COCCO1 (stereo not given),-10%,-2%,2.0%,17%,0%,
Cn1c(Sc2ccccc2Cl)c(C=O)c2ccccc21,2%,13%,5.2%,20%,5%,
Cc1ccc(/C=N/NC(=O)c2nnn(-c3nonc3N)c2-c2cccs2)cc1,1%,14%,i,4%,-14%,
O=C1C2C3CCC(C3)C2C(=O)N1Cc1ccccc1 (stereo not given),-6%,-9%,0.3%,-1%,-5%,
COc1ccccc1C(=O)O/N=C(\N)c1ccccc1Cl,0%,-1%,1.5%,7%,5%,
COc1ccccc1Nc1nc(N)nc(CSC(=S)N2CC(C)CC(C)C2)n1 (stereo not given),6%,-13%,8.3%,0%,-11%,
Cn1nnc(NC(=O)c2ccco2)n1,-5%,-15%,i,-6%,1%,
COCc1cc(C)nc(SCC(=O)Nc2ccccc2N2CCOCC2)c1C#N,-4%,21%,8.0%,-9%,-6%,
Cc1ccccc1CSCC(=O)NC(=O)NC(C)(C)C,-14%,18%,i,15%,-1%,
S=C(NCCCn1ccnc1)NC1CCCCC1,-4%,-14%,i,5%,-1%,
Cc1ccc(NC(=O)Nc2nnc(-c3ccccc3)o2)cc1,4%,u,1.5%,64%,-9%,
CCOC(=O)CCNC(=O)N1CCC(CCOc2ccccc2)(C(=O)OCC)CC1,-2%,2%,0.6%,-4%,-4%,
CCC1Oc2ccc(C)cc2N(CC(=O)NCCN2CCOCC2)C1=O (stereo not given),1%,-8%,0.1%,1%,-8%,
COc1ccccc1OCc1nnc(SCC(=O)N2CCCC2)o1,5%,10%,0.9%,-1%,3%,
O=C(C1=C(O)C(=O)N(CCN2CCOCC2)C1c1cccc(Br)c1)c1cccs1 (stereo not given),-7%,0%,i,0%,-18%,
NC(=S)c1cc2cc(Br)ccc2oc1=O,7%,u,i,0%,-3%,
CSc1ccc(Cl)c(C(=O)NCCCn2ccnc2)c1,2%,-2%,1.4%,1%,-8%,
Cc1ccc(/C=N/n2cnc3sc(-c4ccccc4)cc3c2=O)o1,1%,0%,0.5%,45%,2%,
Cc1ccc(S(=O)(=O)Nc2ccccc2F)cc1C(=O)N1CCN(c2ccccc2O)CC1,x,31%,2.1%,-5%,-10%,
CCC1(CC)C(=O)N(C)C(=O)NC1=Nc1ccc(OC)cc1,-2%,2%,2.4%,1%,-5%,
CC(C)OCCCNC(=O)C1CCC(CNS(=O)(=O)c2ccccc2)CC1 (stereo not given),0%,-7%,2.5%,-1%,-2%,VEEV TC-83 Vero 10K pilot screen=0.5

# Continued, overlapping the part above by 3 compounds.
SMILES,Salmonella PhoP GFP,tuberculosis growth,VEEV TC-83 Vero,H37Rv inhibition,H1N1 NS1A inhibition,others
Cc1ccc(S(=O)(=O)Nc2ccccc2F)cc1C(=O)N1CCN(c2ccccc2O)CC1,x,31%,2.1%,-5%,-10%,
CCC1(CC)C(=O)N(C)C(=O)NC1=Nc1ccc(OC)cc1,-2%,2%,2.4%,1%,-5%,
CC(C)OCCCNC(=O)C1CCC(CNS(=O)(=O)c2ccccc2)CC1 (stereo not given),0%,-7%,2.5%,-1%,-2%,VEEV TC-83 Vero 10K pilot screen=0.5
CCOC(=O)C1C(=O)NCC2CCCC21 (stereo not given),-17%,0%,2.0%,-5%,5%,
CN(C(=O)c1ccc(NC(=O)Cc2cccc(NC(=O)C3CCN(C(=O)c4ccccc4)CC3)c2)cc1)C1CCCC1,x,17%,3.2%,-1%,-21%,
OCC1(CO)COC(/C=C/c2ccccc2)=N1,-9%,17%,0.3%,-1%,-1%,
O=C(CN(c1ccccc1)S(=O)(=O)c1ccccc1)N1CCN(Cc2ccc3c(c2)OCO3)CC1,0%,5%,i,3%,15%,
O=C(NCCCN1CCOCC1)c1ccc2c(=O)n(-c3ccc(F)c(Cl)c3)c(=S)[nH]c2c1,10%,-11%,3.2%,-6%,8%,
N=c1c2c(ncn1CCN1CCOCC1)Oc1ccc3ccccc3c1C2c1ccccc1 (stereo not given),9%,29%,i,4%,7%,
COC(=O)Nc1nn(-c2ccc(C)cc2)c(=O)c(C#N)c1C,-3%,-9%,0.7%,-13%,1%,
CC(C)Cc1nnc(N)s1,x,x,4.9%,x,11%,
CCn1c(C)nc2cc(C(=O)NNS(=O)(=O)c3ccc(C)c(C)c3)ccc21,-8%,12%,i,-2%,6%,
CNC(=O)Nc1cccc2cccnc12,8%,-17%,3.1%,-2%,12%,
CC(C)NC(=O)/C(=C/c1ccco1)c1ccccc1,3%,30%,0.5%,14%,-3%,
C1=CC2CCC1ON2c1ccccc1 (stereo not given),5%,0%,1.2%,3%,-3%,
C[C@]12CC[C@@H](O)C[C@H]1CC[C@@H]1[C@@H]2CC[C@]2(C)C(=O)CC[C@@H]12,-11%,2%,i,8%,-2%,
CS(=O)(=O)N(Cc1ccccc1)c1ccccc1C(=O)Nc1ccccc1C(=O)NCc1ccco1,-4%,12%,0.7%,-8%,8%,
Cc1ccc(NS(=O)(=O)N2CCCCC2)cc1,x,x,i,x,-5%,
COc1cc(NC(=O)Cc2ccccc2)c(C(=O)O)cc1OC,6%,15%,1.9%,5%,-23%,
Cc1ccc(C(O)(COC(=O)C(C)C)COC(=O)C(C)C)c(O)c1,7%,-16%,2.1%,-20%,-8%,
O=C(CNC(=O)N1CC(=O)Nc2ccccc21)NCc1ccccc1Cl,5%,9%,i,6%,6%,
Cc1ccc(S(=O)(=O)NCCC(=O)Nc2ccc(C)c(Cl)c2)cc1C,2%,18%,i,u,-11%,
CCCN1C(=O)COc2ccc(-c3n[nH]c(=O)c4ccccc34)cc21,-7%,3%,9.2%,7%,2%,
COC(=O)CSc1nnc(-c2ccccc2OC)n1-c1ccc(C)cc1,0%,59%,2.0%,0%,-10%,
CC1Oc2cc3oc4c(O)c5c(cc4c(=O)c3c(O)c2C1(C)C)C=CC(C)(C)O5 (stereo not given),2%,37%,x,30%,x,
O=C(NNC(=O)c1nc2ccccc2[nH]1)OCc1ccccc1,x,u,0.1%,27%,-9%,
O=C(CSc1nc2ccccc2o1)Nc1nccs1,-7%,u,0.0%,u,-11%,
COc1ccc(/C(C)=N/OC/C(O)=C(\C#N)c2nc3ccccc3[nH]2)cc1OC,0%,4%,7.6%,0%,-4%,
COc1ccc(C2C3=C(N=C4SCC(=O)N42)c2ccccc2CC3)cc1OC (stereo not given),-16%,15%,i,-1%,17%,
O=c1[nH]n(CC2COC3(CCCCC3)O2)c(=O)c2ccccc12 (stereo not given),-7%,-8%,0.1%,-1%,-1%,
COc1ccc(C(CNC(=O)c2cccc(S(=O)(=O)Nc3ccc(C)cc3)c2)N2CCOCC2)cc1 (stereo not given),6%,7%,6.0%,23%,10%,
COc1ccc(OC)c(NC(=O)COc2ccc3c(c2)CCC3)c1,x,61%,2.9%,-6%,-3%,
CCSC1=NC2(CCCCC2)Nc2sc3c(c21)CCCC3,-2%,71%,0.6%,7%,11%,
O=C1c2cccnc2C(Nc2ccccc2Br)N1Cc1ccco1 (stereo not given),-5%,25%,0.9%,2%,8%,
CCOc1ccc(NS(=O)(=O)c2ccc(NC(=O)[C@@H]3CCCC[C@@H]3C(=O)O)cc2)cc1,-9%,-2%,0.5%,7%,2%,
COc1ccc(OC)c(C2C(C(=O)Nc3ccccc3OC)=C(C)Nc3nc(CCCO)nn32)c1 (stereo not given),13%,7%,0.9%,-2%,1%,
CC(C)C[C@H](NC(=O)Nc1ccc(Oc2ccccc2)cc1)C(=O)O,8%,-2%,2.2%,-5%,-7%,
CC1Cc2ccccc2N1C(=O)CCS(=O)(=O)c1cccs1 (stereo not given),3%,15%,i,10%,-9%,
CCOC(=O)C1CCCN(C(=O)c2ccc(Cl)c(S(=O)(=O)N3CCc4ccccc43)c2)C1 (stereo not given),x,x,i,x,5%,
On1c(-c2ccccc2Cl)nc2ncccc21,6%,-11%,i,-6%,-7%,
Cc1ccc(-c2nc(C)sc2CC(=O)NCc2ccco2)cc1,x,x,0.2%,x,10%,
CCOc1cc2c(C#N)c(N(CC)CC)nc(N)c2c(N)n1,4%,13%,9.0%,u,-13%,
COC(=O)c1c(N)sc(C(=O)N2CCOCC2)c1C,-22%,2%,i,1%,1%,
CCn1c(=O)c(=O)[nH]c2cc(C(=O)NCC3CCCCC3)ccc21,-6%,-12%,0.6%,-1%,4%,
CCC(CC)N1CCN(CCc2ccccc2)C(CCO)C1 (stereo not given),1%,0%,i,-2%,-3%,
CC(=O)Nc1ccc(S(=O)(=O)N2CCN3CCCC3C2)cc1 (stereo not given),6%,14%,0.4%,6%,18%,
CCN1CCCc2cc(CN(CCN3CCOCC3)C(=S)Nc3ccccc3OC)ccc21,9%,38%,i,-2%,0%,
Cc1cc(C)nc(SCc2nnc(SCC(=O)Nc3c(C)cccc3C)o2)n1,9%,-6%,1.2%,1%,13%,
CCC(C)N(C(=O)C(F)(F)F)C(C(=O)NC1CCCCC1)c1ccncc1 (stereo not given),-10%,10%,1.1%,-7%,-5%,

# Among those listed so far, 10 have an aryl thioether with sulfur outside any ring:
SMILES,Salmonella PhoP GFP,tuberculosis growth,VEEV TC-83 Vero,H37Rv inhibition,H1N1 NS1A inhibition,others
CCn1c(CNC(=O)c2ccc(Cl)cc2)nnc1SCC(=O)N1CCOCC1,1%,-13%,i,-5%,7%,
CCc1nnc(NC(=O)CSc2nnc(COc3ccccc3)n2Cc2ccccc2)s1,-9%,-1%,0.5%,-2%,-3%,
CSc1ccc(C2Nc3cccc4cccc(c34)N2)cc1,2%,4%,3.0%,0%,-4%,
Cn1c(Sc2ccccc2Cl)c(C=O)c2ccccc21,2%,13%,5.2%,20%,5%,
COCc1cc(C)nc(SCC(=O)Nc2ccccc2N2CCOCC2)c1C#N,-4%,21%,8.0%,-9%,-6%,
COc1ccccc1OCc1nnc(SCC(=O)N2CCCC2)o1,5%,10%,0.9%,-1%,3%,
CSc1ccc(Cl)c(C(=O)NCCCn2ccnc2)c1,2%,-2%,1.4%,1%,-8%,
COC(=O)CSc1nnc(-c2ccccc2OC)n1-c1ccc(C)cc1,0%,59%,2.0%,0%,-10%,
O=C(CSc1nc2ccccc2o1)Nc1nccs1,-7%,u,0.0%,u,-11%,
Cc1cc(C)nc(SCc2nnc(SCC(=O)Nc3c(C)cccc3C)o2)n1,9%,-6%,1.2%,1%,13%,
